Compound activity (PubChem)
Mtb BioA inh: inhibitors of Mycobacterium tuberculosis BioA enzyme; purified M. tuberculosis BioA enzyme, plate reader; inhibition, % at 9.99 µM; 0.096% of 360,000 active; in the data active means inhibition above about 40%; inconclusive means no clear call, values can overlap the other calls
Rv3671c protease: inhibits the M. tuberculosis serine protease Rv3671c. inhibition, % at 5.96 µM. AID 2606. P9WHR9. 0.048% of 320,000 active; in the data active means inhibition above about 38%;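 further: extracellular domain of Rv3671c used as enzyme; 0% = enzyme with DMSO and 100% = no enzyme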
Target sequence (P9WHR9 whole entry, looked up, the tested form may be a part): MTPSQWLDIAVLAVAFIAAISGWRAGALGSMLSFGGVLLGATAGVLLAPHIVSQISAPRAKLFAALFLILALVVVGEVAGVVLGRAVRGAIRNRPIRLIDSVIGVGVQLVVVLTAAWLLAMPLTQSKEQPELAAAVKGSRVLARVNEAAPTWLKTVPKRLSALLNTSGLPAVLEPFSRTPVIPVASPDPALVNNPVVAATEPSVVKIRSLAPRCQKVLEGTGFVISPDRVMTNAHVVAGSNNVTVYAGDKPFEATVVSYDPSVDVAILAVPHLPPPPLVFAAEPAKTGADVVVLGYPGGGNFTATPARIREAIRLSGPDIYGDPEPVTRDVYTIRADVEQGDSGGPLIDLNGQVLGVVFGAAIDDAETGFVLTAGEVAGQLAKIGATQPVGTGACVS
SARS 3CLpro inh: SARS-CoV 3CLpro protease inhibition. 0.14% of 290,000 active. P0C6X7. recombinant SARS-CoV 3CLpro, quenched FRET peptide cleavage. inhibition, % at 6 µM; in the data active means inhibition above about 12%
Mtb FBA inh: inhibits M. tuberculosis FBA enzyme. AID 588726. 2.3% of 360,000 active. inhibition, % at 1 µM. purified M. tuberculosis FBA, fluorescence read-out; in the data active means inhibition above about 27%;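 further: 0% = vehicle and 100% = reference inhibitor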
Target sequence (P9WQA3 whole entry, looked up): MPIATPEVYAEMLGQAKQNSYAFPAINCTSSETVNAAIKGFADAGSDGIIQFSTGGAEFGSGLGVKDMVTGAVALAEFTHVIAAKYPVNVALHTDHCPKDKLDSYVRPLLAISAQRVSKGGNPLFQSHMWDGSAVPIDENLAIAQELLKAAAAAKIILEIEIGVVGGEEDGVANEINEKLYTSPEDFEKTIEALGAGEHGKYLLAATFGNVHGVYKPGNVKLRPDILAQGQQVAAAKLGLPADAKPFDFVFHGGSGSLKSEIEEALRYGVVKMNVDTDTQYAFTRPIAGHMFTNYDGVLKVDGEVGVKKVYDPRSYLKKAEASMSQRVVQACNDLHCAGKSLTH
VHR inh abs: blocks human VHR1 dual specificity phosphatase; P51452; recombinant VHR phosphatase, pNPP absorbance; inhibition, % at 13.3 µM; 0.52% of 290,000 active; AID 1654; in the data active means inhibition above about 50%; further: some compounds called inactive have numbers as strong as hits
Target sequence (P51452 whole entry, looked up): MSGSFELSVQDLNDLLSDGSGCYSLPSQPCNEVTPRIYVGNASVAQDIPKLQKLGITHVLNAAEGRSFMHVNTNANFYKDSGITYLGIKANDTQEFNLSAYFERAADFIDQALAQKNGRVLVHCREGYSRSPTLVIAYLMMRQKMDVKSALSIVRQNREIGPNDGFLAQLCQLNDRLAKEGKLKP
PriA SSB inh: K. pneumoniae PriA-SSBct interaction inhibition. AlphaScreen SSBct-PriA binding, biotinylated peptide. inhibition, % at 33 µM. 0.6% of 430,000 active; in the data active means inhibition mostly above about 37%, no sharp cut-off; inactive means mostly below about 20%;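 further: plate controls were negative control peptide for no effect and reference peptide for full effect; strong numbers were not always called active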
MazEF act: MazEF (E. coli) toxin RNase activation; activation, % at 20 µM; 0.32% of 350,000 active; FAM/BHQ RNA-DNA oligo cleavage fluorescence, 5 h; AID 504720; in the data active means activation above about 50%
Target sequence (P0AE70 whole entry, looked up): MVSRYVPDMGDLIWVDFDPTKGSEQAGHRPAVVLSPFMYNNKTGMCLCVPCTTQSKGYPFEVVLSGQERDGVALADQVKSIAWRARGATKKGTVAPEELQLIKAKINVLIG
BH1578 lux ind: inducers of Vibrio cholerae quorum light production without autoinducers; V. cholerae BH1578 lux reporter, luminescence, 6 h; AID 588436; activation, % at 18.7 µM; 0.16% of 350,000 active; in the data active means activation mostly above about 9.7%, no sharp cut-off; inconclusive means no clear call, values can overlap the other calls; inactive means mostly below about 3.7%; further: not every result past the cut was called active; inactives centre near 0; reference of the scale not given here
GDH-TPI counter: GDH-TPI coupled enzyme inhibition counter-screen; inhibition, % at 4.8 µM; GDH-TPI coupled enzyme counterscreen, NADH absorbance; 1.2% of 360,000 active; AID 588335; in the data active means inhibition above about 30%;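 further: 0% = DMSO wells and 100% = wells lacking the enzyme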
UGM FP inh: Mtb UDP-galactopyranose mutase inhibition; P9WIQ1; purified UGM, fluorescence polarization probe displacement; inhibition, % at 10 µM; 0.06% of 320,000 active; AID 504406; in the data active means inhibition above about 10%, passing the limit was not always enough; inconclusive means no clear call, values can overlap the other calls
The depositor's hits bear a star; i = inactive; u = inconclusive; x = not tested or not shown; & = joins results of further samples.

Each structure is followed by: SARS 3CLpro inh | PriA SSB inh | MazEF act | Rv3671c protease | GDH-TPI counter | UGM FP inh | Mtb FBA inh | Mtb BioA inh | BH1578 lux ind | VHR inh abs
[1] COc1ccc(N(CC(=O)NC2CCCC2)S(=O)(=O)c2ccc(NC(C)=O)cc2)cc1
    -5 | -10 | -3 | 3 | -1 | -3.2 | 1 | -0.4 | -4.0 | -25
[2] COC(=O)[C@]1(CC(C)C)N[C@H](c2ccc(-c3ccc(Cl)c(Cl)c3)cc2)[C@@H]2C(=O)N(C)C(=O)[C@@H]21
    x | -29 | -2 | -7 | -11 | -1.3 | 2 | -0.8 | 0.0 | x
[3] CC(C)Cc1csc(NC(=O)C(C)C)c1C(=O)O
    1 | -17 | 0 | -3 | -17 | 2.2 | 1 | -0.5 | -0.6 | -6
[4] CCOc1ccccc1C(=O)N1CCN=C1SCc1cccnc1
    3 | -6 | -7 | -10 | 6 | -0.7 | -1 | -3.4 | x | 18
[5] CC(C)(C)Nc1nc(Cl)nc(NCc2ccccc2)n1
    0 | -5 | 4 | 0 | -1 | 0.7 | 7 | 0.4 | i | 2
[6] CSc1nc2ccc3nc(NC(=O)c4ccc(C)cc4)sc3c2s1
    2 | -14 | -147 | -19 | 8 | 1.3 | 0 | -1.5 | -0.3 | 2
[7] O=C(CN(Cc1ccc(F)cc1)C(=O)CCC(=O)Nc1ccccn1)NCCc1ccccc1
    0 | -10 | 7 | -6 | 7 | -3.6 | -1 | 0.1 | i | 41
[8] Cc1ccc2nc(C)cc(C(=O)OCC(=O)Nc3c(C)n(C)n(-c4ccccc4)c3=O)c2c1
    2 | 4 | 5 | 2 | 1 | -2.2 | 8 | x | -1.0 | 8
[9] CCN1CCN(C(C(=O)NC2CCCC2)c2cc3c(cc2[N+](=O)[O-])OCO3)CC1 (centres undefined)
    6 | -8 | 8 | 9 | 9 | -0.3 | 12 | x | i | 26
[10] CN(C)c1ccc(NC(=O)c2ccc3c(c2)nnn3C)cc1
    -2 | 4 | 5 | 3 | 0 | -2.1 | 5 | 1.9 | 0.8 | 9
[11] Cc1cccc(-n2ccnc2SCC(=O)Nc2nccs2)c1C
    1 | 1 | -4 | -11 | 10 | 0.2 | 6 | -3.3 | i | 14
[12] Cc1cc(C(=O)Cn2nnc3ccccc3c2=O)c(C)n1Cc1cccs1
    0 | -4 | 0 | -11 | 6 | -0.3 | 2 | 0.1 | -1.8 | -25
[13] COc1cc(NC(=O)COC(=O)c2cc(S(=O)(=O)N3CCCCC3)ccc2Cl)c(C)cc1[N+](=O)[O-]
    6 | -5 | 3 | -38 | 13 | 0.3 | 2 | -0.6 | -0.2 | -2
[14] CC(=O)c1c(C)[nH]c(C(=O)NCc2ccccc2F)c1C
    -7 | 9 | 1 | -1 | -1 | -0.2 | -2 | 0.4 | i | 7
[15] COc1ccc(CN2[C@@H](CC(C)=O)c3cc(C(F)(F)F)ccc3S2(=O)=O)cc1
    x | -8 | 4 | 1 | 3 | -4.2 | 2 | 0.3 | i | x
[16] O=S1(=O)CCOCCN1Cc1ccccc1
    3 | 0 | 1 | 2 | 7 | 3.9 | 0 | -0.4 | 0.6 | 13
[17] c1ccc(CCOn2ccnc2)cc1
    0 | 10 | 2 | 9 | 7 | -0.8 | 0 | 4.3 | -0.4 | 36
[18] CS(=O)(=O)c1sc(C#N)c2c1C(=O)CC(c1ccccc1)C2 (centres undefined)
    1 | 4 | 6 | -13 | 2 | 2.7 | 0 | 1.2 | -0.6 | 23
[19] CC(C)[C@H](NC(N)=O)C(=O)Nc1ccc(Oc2ccccc2)cc1
    1 | -7 | -15 | -8 | 3 | 4.4 | 0 | x | -1.2 | 14
[20] COc1ccccc1C(CNC(=O)C1CCN(C(=O)Nc2ccccc2)CC1)N1CCCC1 (centres undefined)
    x | -1 | 0 | x | -1 | x | -2 | -0.7 | -5.0 | x
[21] Cc1ccc(S(=O)(=O)N(C)C)cc1NC(=O)CN1C(=O)NC2(CCCCCC2)C1=O
    3 | 5 | 0 | 9 | -2 | -1.3 | 0 | 0.4 | 1.0 | 19
[22] CCc1cc(=O)oc2cc(OCC(=O)N3CCCc4ccccc43)ccc12
    -1 | 2 | 13 | 1 | 5 | 1.4 | 5 | 0.1 | -0.1 | 29
[23] COCCCNC(=S)Nc1ccc2nc(N3CCOCC3)cc(C)c2c1
    -3 | -8 | 0 | -4 | 11 | 4.1 | 20 | -0.5 | -0.6 | 31
[24] Cc1ccc(NC(=O)CSCC(=O)Nc2ccccc2C(=O)NC2CC2)cc1
    x | -14 | -2 | x | 9 | x | -1 | 0.5 | i | x
[25] O=C(NCC1COc2ccccc2O1)c1ccccc1 (centres undefined)
    5 | 0 | -9 | -5 | 1 | -1.8 | 0 | -0.5 | -0.2 | 14
[26] O=C(NCc1ccc2c(c1)OCO2)c1ccc(COc2cc(Cl)ccc2Cl)o1
    7 | -12 | -3 | -18 | -7 | -1.7 | 1 | -1.3 | 2.1 | 27
[27] Cc1ccc(C)c(OCC(=O)N(Cc2ccccc2)c2c(N)n(Cc3ccccc3)c(=O)[nH]c2=O)c1
    x | -6 | 0 | x | 11 | x | 0 | -2.0 | i | x
[28] CC(=O)Oc1ccc2c(c1)Oc1cc(OC(C)=O)ccc1C21OC(=O)c2ccccc21
    -86 | 3&-10 | x | 122* | -5 | u | -6 | x | -0.4 | -10
[29] Cc1cc(C)c2c(c1)OC(=O)CC2c1ccc2c(c1)OCO2 (centres undefined)
    x | -2 | -5 | x | -3 | x | -3 | 0.1 | -6.9 | x
[30] CCCCCC(=O)NC(CC(=O)OC)c1ccc2c(c1)OCO2 (centres undefined)
    1 | -7 | 15 | 0 | 6 | x | 1 | x | i | 6

Four structures already listed, arranged by molecular weight, smallest number first:
Each structure is followed by: SARS 3CLpro inh | PriA SSB inh | MazEF act | Rv3671c protease | GDH-TPI counter | UGM FP inh | Mtb FBA inh | Mtb BioA inh | BH1578 lux ind | VHR inh abs
[16] O=S1(=O)CCOCCN1Cc1ccccc1
    3 | 0 | 1 | 2 | 7 | 3.9 | 0 | -0.4 | 0.6 | 13
[19] CC(C)[C@H](NC(N)=O)C(=O)Nc1ccc(Oc2ccccc2)cc1
    1 | -7 | -15 | -8 | 3 | 4.4 | 0 | x | -1.2 | 14
[23] COCCCNC(=S)Nc1ccc2nc(N3CCOCC3)cc(C)c2c1
    -3 | -8 | 0 | -4 | 11 | 4.1 | 20 | -0.5 | -0.6 | 31
[21] Cc1ccc(S(=O)(=O)N(C)C)cc1NC(=O)CN1C(=O)NC2(CCCCCC2)C1=O
    3 | 5 | 0 | 9 | -2 | -1.3 | 0 | 0.4 | 1.0 | 19

Remaining list, next part
Each structure is followed by: SARS 3CLpro inh | PriA SSB inh | MazEF act | Rv3671c protease | GDH-TPI counter | UGM FP inh | Mtb FBA inh | Mtb BioA inh | BH1578 lux ind | VHR inh abs
[31] COc1cc(OC)cc(-c2nc3ccccc3c(=O)n2OC(=O)c2ccccc2C)c1
    1 | 0 | 1 | -7 | -3 | -0.4 | -2 | x | i | 8
[32] COc1ccc2c(c1)C13CCN(C)C(C2)C1CCC1(C3)OCCO1 (centres undefined)
    x | -6 | 9 | x | -3 | x | -2 | x | i | x
[33] COc1cc2c(cc1O)C(Cc1ccc(O)cc1)[N+](C)([O-])CC2 (centres undefined)
    x | -9 | 0 | -2 | 3 | 1.2 | 1 | -0.6 | -2.2 | 22
[34] O=C(NCCC1=CCCCC1)C(=O)NCC(c1ccco1)N1CCN(c2ccccc2)CC1 (centres undefined)
    -3 | -10 | -1 | -14 | -3 | x | 0 | x | -0.1 | 15
[35] Cc1ccc(C)c(SCC(=O)OCC(=O)c2ccco2)c1
    0 | -24 | -10 | -3 | -3 | -0.1 | -3 | 0.1 | -0.2 | -5
[36] CCOC(=O)c1sc(NC(=O)c2cc3n(n2)C(C(F)(F)F)CC(c2ccccc2)N3)c(C(=O)OCC)c1C (centres undefined)
    -3 | -13 | -4 | 12 | 8 | -0.6 | 1 | -0.9 | i | 25
[37] CN(C(=O)c1cccc(NC(=O)Cc2cccc(NC(=O)C3CCN(C(=O)c4ccccc4)CC3)c2)c1)C1CC1
    x | -20 | -1 | x | 2 | x | -1 | -0.6 | -2.0 | x
[38] CCn1c(=O)n(CC)c2cc(N3CCCC3)c(NC(=O)c3ccccc3OC)cc21
    -1 | -4 | 8 | -10 | 16 | -2.9 | 0 | 9.0 | i | 52*
[39] COc1cccc(CN(C)CC(=O)NCc2ccc(C)cc2)c1
    -3 | -12 | 2 | 0 | 2 | -1.7 | 3 | 1.3 | i | 10
[40] CC=CC1OCC(CC)C(CCC)O1 (centres undefined)
    x | -10 | 7 | x | 8 | x | 1 | x | i | x
[41] CC1CCCCN1S(=O)(=O)c1ccc(S(=O)(=O)N(Cc2ccccc2)Cc2ccco2)cc1 (centres undefined)
    5 | -7 | -7 | -11 | 15 | -0.1 | 2 | -2.6 | -1.5 | 31
[42] O=C(CCCc1ccccc1)N1CCN(C2CCCCC2)CC1
    2 | -6 | -14 | -3 | 13 | -0.2 | -3 | 2.8 | 0.5 | 11
[43] CC(C)(C)NC(=O)NC(=O)COC(=O)c1cccc(F)c1
    -1 | -10 | 0 | 5 | 8 | -0.3 | 2 | 1.8 | 8.3 | 0
[44] CCCc1ccc(-c2ccc(/C=C/C(=O)O)cc2)nc1
    4 | -10 | 0 | 3 | 0 | -0.5 | 12 | x | i | -7
[45] O=C(CSc1nnc(-c2ccco2)n1-c1ccccc1)NCC1CCCO1 (centres undefined)
    -4 | 4 | 2 | -10 | 1 | -1.7 | 3 | -2.5 | i | 10
[46] O=C(CSc1nnnn1C1CCCCC1)N1CCN(C(=O)c2ccco2)CC1
    2 | -2 | 7 | 1 | -5 | -3.9 | -1 | x | -0.6 | 17
[47] CCn1c(SCC(=O)NCc2ccc3c(c2)OCO3)nnc1-c1c[nH]c2ccccc12
    1 | -7&-10 | 3 | 11 | -2 | -2.6 | 1 | 2.2 | -1.4 | 14
[48] CC(=O)N(\C=C/C=C/C=C1\Sc2ccccc2C1=O)c1ccccc1
    1 | 11 | -76 | -14 | 2 | -1.7 | 1 | x | -0.7 | 22
[49] O=C(Nc1cccc(C(=O)O)c1)/C(=C/c1ccc([N+](=O)[O-])cc1)NC(=O)c1ccccc1
    1 | 3 | 5 | -9 | 22 | 1.1 | 0 | 0.1 | -0.9 | 17
[50] O=C(NCc1ccc2c(c1)OCO2)c1c(-c2ccsc2)sc2ccccc12
    x | -14 | -5 | -1 | 7 | 0.6 | 1 | 3.1 | -0.8 | x
[51] COc1ccc(Cl)cc1N=Cc1c(O)c2ccccc2oc1=O
    3 | -7 | -2 | 5 | 5 | -2.1 | -1 | -1.8 | i | 17
[52] CCCCC1(CCO)C(=O)NC(=S)NC1=O
    x | -12 | 14 | x | -2 | x | -2 | -1.8 | -3.3 | x
[53] CC(=O)N1CCN(c2ccccc2NC(=O)c2ccco2)CC1
    3 | -14 | 5 | -2 | 9 | 0.0 | -3 | 3.1 | 0.8 | 18
[54] O=C1N[C@@H](Cc2ccccc2)COC(=O)[C@H](Cc2ccc(F)cc2)C/C=C\C[C@@H]1CC(=O)N(CCO)Cc1ccccc1
    x | -1 | -4 | -5 | 4 | 5.4 | -1 | -0.2 | -0.5 | x
[55] COc1ccc(CNc2oc(C)nc2C#N)cc1
    -3 | -6 | 10 | -1 | 1 | 1.1 | -5 | 3.8 | -2.9 | 9
[56] Cc1c(NS(=O)(=O)c2cc(C(=O)NCc3cccc(Cl)c3)ccc2Cl)c(=O)n(-c2ccccc2)n1C
    x | -5 | 4 | x | 8 | x | -6 | -1.0 | i | x
[57] Cn1c(=N)n(CC(O)c2ccco2)c2ccccc21 (centres undefined)
    -3 | 3 | 1 | 14 | 4 | -0.7 | -3 | -1.0 | i | 14
[58] Cc1cccc(NC(=O)c2nc[nH]c2C(=O)NCCCCNC(=O)c2[nH]cnc2C(=O)Nc2cccc(C)c2)c1
    x | 1 | -88 | -7 | 4 | -1.0 | 1 | -1.4 | i | x

These rows are one share of the data, so the mix of outcomes need not match the whole.
